# Bioassay records (PubChem BioAssay)
# HSP90 refold inh: inhibitors of HSP90 luciferase refolding in rabbit reticulocyte lysate | inhibition, % at 5.6 µM | 290,000 compounds, 0.91% hits | luciferase refolding luminescence, 3 h;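 active = inhibition above the screen-wide mean plus 3 SD, computed separately per campaign, cut at about 16% in these data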;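 also: 0% = DMSO wells and 100% = 60 µM geldanamycin wells; inhibitors lower the luminescence because luciferase stays unfolded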
# aSyn 5UTR inh: MLPCN primary screen, SNCA 5' untranslated region. inhibition, % (tested at 7.5 µM). 300,000 compounds, 0.82% hits. alpha-synuclein 5'UTR reporter, inhibitor activity; in the data active = inhibition above about 60%;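 also: H4 neuroglioblastoma cells stably carrying SNCA 5'UTR luciferase fusion; 0% = DMSO wells and 100% = positive control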
# KLF5 inh: kruppel-like factor 5 inhibition | DLD-1 KLF5 promoter-luciferase reporter, luminescence | inhibition, % at 5 µM | 290,000 compounds, 0.23% hits | AID 1700;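 active = inhibition above a per-plate limit of that plate's mean compound inhibition plus 3 SD, cut at about 60% in these data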;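 also: 0% = DMSO wells and 100% = LY294002 at 200 µM; higher means less KLF5 promoter-driven luciferase light; inactives centre near -14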
# HDAC3 inh: human HDAC3 inhibition; 320,000 compounds, 0.15% hits; O15379; recombinant HDAC3, fluorogenic peptide/trypsin coupled, fluorescence; inhibition, % at 8.3 µM; in the data active = inhibition above about 26%, passing the limit was not always enough
# Target sequence (O15379 whole entry, looked up): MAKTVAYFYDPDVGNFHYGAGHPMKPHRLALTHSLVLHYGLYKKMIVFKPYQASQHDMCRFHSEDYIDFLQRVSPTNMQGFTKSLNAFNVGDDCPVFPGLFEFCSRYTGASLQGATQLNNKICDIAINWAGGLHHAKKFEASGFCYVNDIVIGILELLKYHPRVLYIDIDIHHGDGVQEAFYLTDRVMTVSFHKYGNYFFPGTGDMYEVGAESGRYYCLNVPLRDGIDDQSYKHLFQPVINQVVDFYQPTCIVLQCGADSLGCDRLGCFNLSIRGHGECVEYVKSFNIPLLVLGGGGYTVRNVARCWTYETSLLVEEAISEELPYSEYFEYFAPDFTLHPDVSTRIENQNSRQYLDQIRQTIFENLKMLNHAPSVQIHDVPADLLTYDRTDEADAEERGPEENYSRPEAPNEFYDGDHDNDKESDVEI
# IEC-6 cytotox: IEC-6 cytotoxicity, counter-screen for KLF5 inhibitors. luminescence viability. AID 1825. inhibition, % at 5 µM. 290,000 compounds, 0.78% hits; in the data active = inhibition above about 22%;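 also: 0% = plate median of test compound wells and 100% = cytotoxic reference compound wells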
# HIF activator: HIF pathway transcriptional activation | U2OS HRE-luciferase reporter, luminescence; normalized: DMSO 0%, desferrioxamine 100% | activation, % at 7.5 µM (by protocol) | 300,000 compounds, 0.32% hits;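 active = mean activation of at least 10% of the iron chelator positive control signal, with at least half of replicates also reaching 10%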
# HSF-1 act: increases HSF-1 driven luciferase reporter signal; NIH3T3-HGL HSF-1 luciferase reporter, MG132, 8 h; 100% = twice DMSO control signal; activation, % at 9 µM; 300,000 compounds, 1.7% hits;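 active = mean replicate activation of at least 50% with a set share of replicates each reaching 50%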;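 also: 0% = median of the neutral control wells and 100% = twice that signal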
# HSF1 inh: HSF1 inhibition | NIH3T3-HGL HSE-luciferase, MG132-induced, luminescence 8 h; active compounds read low | activity change, negative = inhibition, % at 7.5 µM (by protocol) | 300,000 compounds, 0.77% hits | AID 2098;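 active = more than half of replicate wells show activity change below -50%, luminescence cut by over half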;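 also: luciferase reports HSF-1 transcriptional activity via heat shock element; 0% = median of DMSO wells and -100% = zero luminescence signal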
# AI-2 QS mod: modulates the Vibrio harveyi AI-2 quorum sensing system | Vibrio harveyi JMH597 AI-2 luminescence/OD600 ratio, 9 h; active compounds read low; strain lacks LuxN and CqsS sensors; 0 = neutral-control median | 300,000 compounds, 0.4% hits | activity change, % at 7.5 µM | AID 2094; in the data active = activity change below about -75%, passing the limit was not always enough;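 also: luminescence divided by OD600 gain over 9 h not by final OD600 alone; inactives centre near 13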
# Platelet DG rel: modulates dense granule release in human platelets; human platelet-rich plasma, SFLLRN dense granule ATP release, luminescence; inhibition, %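 (compounds screened at 7.5 µM in platelet-rich plasma)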; 300,000 compounds, 0.22% hits; AID 1663;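 active = mean replicate score, as percent of positive control, at or above 50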
# Starred values were filed as active, the others as inactive; . = no result given.
# The line under a structure holds: HSF-1 act, KLF5 inh, HDAC3 inh, HSF1 inh, Platelet DG rel, aSyn 5UTR inh, AI-2 QS mod, HIF activator, HSP90 refold inh, IEC-6 cytotox
Cc1nn(CC(=O)NCc2ccccc2)c(C)c1[N+](=O)[O-]
→ -3, 12, 0, -1, 17, -23, 10, -0.2, -3, -1
N/C(=N\OC(=O)CCCOc1ccccc1)c1ccc(Br)cc1
→ 6, -11, -2, -3, 9, 0, 30, 0.0, -3, -4
Cc1nnc(SCC(=O)NCC2CCCO2)n1-c1ccccc1 (stereo unspecified)
→ 17, -9, 1, -4, 3, -20, 16, -0.7, -2, -4
O=C(O)c1cccc(S(=O)(=O)N(Cc2ccccc2)c2ccccc2)c1
→ -16, -4, 5, -6, -8, 2, -1, 0.1, 3, 2
Cc1ccc(NC(=O)CSCc2cc(=O)n3ccsc3n2)cc1
→ 5, -48, 13, 3, 2, 1, 12, -0.3, -5, -2
COc1ccc(CN2C(=O)C(C)=C(C)C2OC)cc1 (stereo unspecified)
→ -2, 1, -1, -1, 1, 9, 17, -2.3, -1, -1
O=C(O)c1cc(O)ccc1-c1ccc(O)cc1
→ -10, -6, 2, 5, -1, -4, 26, -0.1, 0, -2
COc1ccc(C(=O)Nc2cnn(Cc3ccc(Cl)cc3)c2)cc1OC
→ 14, 38, -2, 5, 2, 43, 13, 0.0, -5, 2
COC(=O)c1ccccc1S(=O)(=O)N(Cc1cc2ccc(OC)cc2[nH]c1=O)CC1CCCO1 (stereo unspecified)
→ -12, -18, -8, -6, 10, -1, -6, 0.1, 2, 0
CCCCCCCN=CC1=C(O)CC(c2ccccc2)CC1=O (stereo unspecified)
→ 15, 1, -3, 2, -5, 16, -9, 0.1, 4, 4
COCCN1CC(=O)N2C(c3cccc(OC)c3)c3[nH]c4ccccc4c3C[C@H]2C1=O (stereo partly specified)
→ 18, -24, -4, 3, 0, 3, 10, -10, 0, -2
CC(=O)Nc1cccc(NC(=O)CCNC(=O)c2ccccc2)c1
→ 8, -17, 0, -2, -5, -9, 12, 0.7, 1, 1
Cc1ccccc1N=C1NC(=O)C(CO)(CO)S1
→ -10, -53, 5, -5, 2, -17, 22, -0.1, -2, -4
Nc1c(/C=C2/C=CC(=O)C(O)=C2)c(=O)nc2sc(CC(=O)N3CCCCC3)nn12
→ 9, -4, 7, -9, 1, -14, 1, 0.2, -2, -4
CCOC(=O)c1ccc(NC(=O)c2ccccc2C)cc1
→ 45, -59, 14, 20, 9, -156, 13, 2.8, -3, -1
COc1ccc(CN2CCCC(N3CCN(c4ccc(OC)cc4)CC3)C2)cc1 (stereo unspecified)
→ -11, 8, 4, -4, -5, -4, 12, -0.2, 1, 9
CCC(=O)N(C)CCc1cc2c(c(OC)c1/C=N/NC(=O)c1ccccc1O)OCO2
→ -15, -25, 1, -1, 9, 11, 14, -0.4, 3, -4
CCSc1nnc(NC(=O)c2c(C)noc2C)s1
→ 18, -24, 2, 9, -39, -32, 9, 0.2, 6, 6
CN1C(=O)NC(c2ccc(C(F)(F)F)cc2)C2=C1CC(C)(C)CC2=O (stereo unspecified)
→ 20, -30, -2, 7, -7, 6, -13, 1.0, 4, 1
O=C(CNC(=S)N(Cc1ccccc1F)C1CCCCC1)NCCCN1CCOCC1
→ ., -1, 3, ., ., ., 4, ., -3, 1

# In the list so far, 2 have an NH in an aromatic ring:
# The line under a structure holds: HSF-1 act, KLF5 inh, HDAC3 inh, HSF1 inh, Platelet DG rel, aSyn 5UTR inh, AI-2 QS mod, HIF activator, HSP90 refold inh, IEC-6 cytotox
COC(=O)c1ccccc1S(=O)(=O)N(Cc1cc2ccc(OC)cc2[nH]c1=O)CC1CCCO1 (stereo unspecified)
→ -12, -18, -8, -6, 10, -1, -6, 0.1, 2, 0
COCCN1CC(=O)N2C(c3cccc(OC)c3)c3[nH]c4ccccc4c3C[C@H]2C1=O (stereo partly specified)
→ 18, -24, -4, 3, 0, 3, 10, -10, 0, -2

# Additional records.
# The line under a structure holds: HSF-1 act, KLF5 inh, HDAC3 inh, HSF1 inh, Platelet DG rel, aSyn 5UTR inh, AI-2 QS mod, HIF activator, HSP90 refold inh, IEC-6 cytotox
CN(C)S(=O)(=O)Oc1cccc(C(=O)Nc2ccccc2Cl)c1
→ 14, -47, -14, 16, 2, -91, 1, 0.9, -1, 3
CCCCn1c(N)c(N(Cc2ccccc2OC)C(=O)CSCC(=O)Nc2cccc(C)c2)c(=O)[nH]c1=O
→ -10, -31, -1, -1, -2, 11, 15, -0.3, -6, -7
Cc1cccc(CCNS(=O)(=O)c2ccc(S(=O)(=O)N3CCC(C)CC3)cc2)c1
→ 7, -33, 4, -4, 9, 42, 2, -0.2, 16, -4
CC(NC(=O)C(C)N1CCN(Cc2ccccc2)CC1)c1ccc(F)cc1 (stereo unspecified)
→ 43, -26, 8, 27, 4, -5, 11, 0.8, 0, -2
CO/N=C/CC(=O)c1ccc(-c2ccccc2)cc1
→ -41, -42, -3, -32, 8, -19, 6, 0.9, -2, -2
CCOc1cccc(OCCCCN2CCCCC2)c1
→ 2, 6, 7, -1, -10, 22, 5, -0.2, 2, 5
COc1cc2c3c(c1)/C(=C1/SC(=S)NC1=O)C(=O)N3C(C)(C)C=C2C
→ -3, -16, -5, 3, 2, 14, 14, -0.2, 5, 2
Cc1cc(C)n(C(=O)c2ccc(Cn3nc(C)c(Br)c3C)o2)n1
→ -1, 0, -2, 5, 2, 7, 3, -0.7, 4, 8
CCC(Cc1ccccc1)NC(=O)C1CCN(S(=O)(=O)c2ccc3c(c2)CC(C)N3C(C)=O)CC1 (stereo unspecified)
→ -3, -21, 5, 1, -13, 13, 36, -0.1, 2, 9
Nc1ccc2nc(SCC(=O)Nc3ccc(N4CCOCC4)c(Cl)c3)sc2c1
→ -10, -10, 2, -1, -4, -174, 28, -0.2, -3, -1
CCOc1ccc(NC(=O)NNC(=O)c2ccc3ccccc3c2O)cc1
→ 4, -36, 5, -9, -8, 9, 6, -0.2, 1, -6
COc1ccc(C(=O)NC(C(=O)NCCc2ccc3c(c2)OCCO3)C(C)C)cc1 (stereo unspecified)
→ -6, 3, 3, 3, -8, 11, 17, 0.2, 2, -4
O=C(Nc1ccn(Cc2ccccc2F)n1)c1ccc(COc2cc(Cl)ccc2Cl)o1
→ ., 12, 14, ., -4, ., 21, ., 1, 4
CCOc1ccc(S(=O)(=O)N2CCc3ccccc3C2)cc1
→ 4, -35, 3, 4, -3, -7, 6, -0.2, -2, -2
O=C(Cc1ccccc1)NCC1COc2ccccc2O1 (stereo unspecified)
→ -4, -26, -2, 2, -5, -12, 17, ., 7, 4
Cc1ccc(OCC(=O)NC2CCS(=O)(=O)C2)cc1 (stereo unspecified)
→ -3, -5, -2, -6, 11, 26, 12, ., -3, 2
CC(C)Oc1ccc(S(=O)(=O)N2CCCCC2)cc1NC(=O)CN1C(=O)NC2(CCCC2)C1=O
→ 0, ., 3, -1, 7, 1, 22, -0.2, ., .
CN(c1ccccc1)S(=O)(=O)c1cc(C(=O)Nc2nc3ccccc3[nH]2)ccc1Cl
→ 13, -17, 0, 13, 11, -45, 10, -6.7, 0, 4
CCOC(=O)c1cc(C(=O)NCc2ccc(Cl)cc2Cl)nn1C
→ 1, 13, 1, 1, -4, 0, -11, -0.5, 2, 0
CSc1nc(N)c2c3c(sc2n1)COC(C(C)C)C3 (stereo unspecified)
→ 0, -10, 0, -3, -29, 14, 14, 0.0, 0, -1

# 5 successive records from above, quoted:
# The line under a structure holds: HSF-1 act, KLF5 inh, HDAC3 inh, HSF1 inh, Platelet DG rel, aSyn 5UTR inh, AI-2 QS mod, HIF activator, HSP90 refold inh, IEC-6 cytotox
Cc1ccc(OCC(=O)NC2CCS(=O)(=O)C2)cc1 (stereo unspecified)
→ -3, -5, -2, -6, 11, 26, 12, ., -3, 2
CC(C)Oc1ccc(S(=O)(=O)N2CCCCC2)cc1NC(=O)CN1C(=O)NC2(CCCC2)C1=O
→ 0, ., 3, -1, 7, 1, 22, -0.2, ., .
CN(c1ccccc1)S(=O)(=O)c1cc(C(=O)Nc2nc3ccccc3[nH]2)ccc1Cl
→ 13, -17, 0, 13, 11, -45, 10, -6.7, 0, 4
CCOC(=O)c1cc(C(=O)NCc2ccc(Cl)cc2Cl)nn1C
→ 1, 13, 1, 1, -4, 0, -11, -0.5, 2, 0
CSc1nc(N)c2c3c(sc2n1)COC(C(C)C)C3 (stereo unspecified)
→ 0, -10, 0, -3, -29, 14, 14, 0.0, 0, -1

# Some entries already given, reduced to KLF5 inh, HSF1 inh and AI-2 QS mod.
Structure | KLF5 inh | HSF1 inh | AI-2 QS mod
Cc1cc(C)n(C(=O)c2ccc(Cn3nc(C)c(Br)c3C)o2)n1 | 0 | 5 | 3
CCC(Cc1ccccc1)NC(=O)C1CCN(S(=O)(=O)c2ccc3c(c2)CC(C)N3C(C)=O)CC1 (stereo unspecified) | -21 | 1 | 36
Nc1ccc2nc(SCC(=O)Nc3ccc(N4CCOCC4)c(Cl)c3)sc2c1 | -10 | -1 | 28
CCOc1ccc(NC(=O)NNC(=O)c2ccc3ccccc3c2O)cc1 | -36 | -9 | 6
COc1ccc(C(=O)NC(C(=O)NCCc2ccc3c(c2)OCCO3)C(C)C)cc1 (stereo unspecified) | 3 | 3 | 17
O=C(Nc1ccn(Cc2ccccc2F)n1)c1ccc(COc2cc(Cl)ccc2Cl)o1 | 12 | . | 21
CCOc1ccc(S(=O)(=O)N2CCc3ccccc3C2)cc1 | -35 | 4 | 6

# Continuation:
# The line under a structure holds: HSF-1 act, KLF5 inh, HDAC3 inh, HSF1 inh, Platelet DG rel, aSyn 5UTR inh, AI-2 QS mod, HIF activator, HSP90 refold inh, IEC-6 cytotox
CC(Nc1nc(-c2ccc(F)cc2)cs1)c1nc2cc(Cl)c(N3CCCCC3)cc2n1CCOCCO (stereo unspecified)
→ 20, ., 3, 0, 5, -46, 25, 0.3, ., .
CC/S(=N\S(=O)(=O)c1ccc(C)cc1)c1ccccc1 (stereo unspecified)
→ ., -10, 4, ., ., ., 29, ., 0, -3
Cc1ccc(S(=O)(=O)n2cccc2CO)cc1
→ 4, ., 0, -6, 1, 4, 34, -0.3, ., .
COc1ccccc1NC(=O)c1cc(S(=O)(=O)N2CCOCC2)ccc1Cl
→ 4, 15, -3, -5, 0, 15, 26, -1.6, 1, -2
CCOc1ccc2nc(SCC(=O)N(C)C)[nH]c2c1
→ 28, -112, 2, 4, 1, -92, 2, 4.7, -8, -4
CC(C)Oc1ccc(-c2cc(=O)[nH]c(=O)[nH]2)cc1
→ 6, -4, 6, 2, 1, -5, 25, 1.0, -1, 0
